TcdB GH inh: TcdB glycohydrolase inhibition. TcdB glycohydrolase enzymatic assay, plate reader. inhibition, % at 9.99 µM. actives 0.24% (n = 350,000). AID 652162; in the data active = inhibition above about 10%
PfHsp40 rescue: compounds rescuing yeast from Plasmodium falciparum HSP40 toxicity. S. cerevisiae expressing PfHsp40, growth rescue, ATP luminescence. growth rescue, % at 12.5 µM. actives 0.68% (n = 340,000). AID 504582; in the data active = growth rescue above about 28%, passing the limit was not always enough;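 also: yeast W303a lacking pdr1 and pdr3 grown in galactose medium; growth measured after three days at 30 °C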
FadD28 FP inh: blocks FadD28 binding to the bisubstrate probe; AID 588549; inhibition, % at 12.5 µM; actives 0.22% (n = 360,000); fluorescence polarization; in the data active = inhibition above about 8.5%, passing the limit was not always enough
FBA Mtb inh: inhibitors of M. tuberculosis fructose-bisphosphate aldolase | purified M. tuberculosis FBA, fluorescence read-out | inhibition, % at 1 µM | actives 2.3% (n = 360,000) | AID 588726; in the data active = inhibition above about 27%;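 also: 0% = vehicle and 100% = reference inhibitor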
GDH-TPI inh: counter-screen for M. tuberculosis FBA inhibitors: GDH-TPI coupled enzymes; AID 588335; inhibition, % at 4.8 µM; GDH-TPI coupled enzyme counterscreen, NADH absorbance; actives 1.2% (n = 360,000); in the data active = inhibition above about 30%;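 also: 0% = DMSO wells and 100% = wells lacking the enzyme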
Vc quorum ag: inducers of Vibrio cholerae quorum light production without autoinducers. V. cholerae BH1578 lux reporter, luminescence, 6 h. activation, % at 18.7 µM. actives 0.16% (n = 350,000). AID 588436; in the data active = activation mostly above about 9.7%, no sharp cut-off; also: not every result past the cut was called active; inactives centre near 0; reference of the scale not given here
Yp Topo-I inh: blocks Yersinia pestis topoisomerase I activity | activity, % at 10 µM | actives 0.064% (n = 360,000) | Y. pestis Topo-I cleavage product accumulation, plate reader; in the data active = activity above about 50%, passing the limit was not always enough; also: inactives centre near 2
Mtb BioA inh: BioA (M. tuberculosis) enzyme inhibition; purified M. tuberculosis BioA enzyme, plate reader; actives 0.096% (n = 360,000); inhibition, % at 9.99 µM; AID 602481; in the data active = inhibition above about 40%
UGM FP inh: Mtb UDP-galactopyranose mutase inhibition; actives 0.06% (n = 320,000); purified UGM, fluorescence polarization probe displacement; P9WIQ1; AID 504406; inhibition, % at 10 µM; in the data active = inhibition above about 10%, passing the limit was not always enough
* = called active by the depositor; i = inactive; . = no result given.

entry	structure	TcdB GH inh	PfHsp40 rescue	FadD28 FP inh	FBA Mtb inh	GDH-TPI inh	Vc quorum ag	Yp Topo-I inh	Mtb BioA inh	UGM FP inh
1	CN1CCN(C(=O)c2ccc3c(c2)NC(=O)/C(=C/c2ccccc2)S3)CC1	-0.4	0.3	-3.8	0	21	i	13	-3.0	1.3
2	O=C(c1cc(C2CC2)nc2ccccc12)N1N=C(C(F)F)CC1(O)C(F)F (configuration not stated)	.	1.0	-6.0	-2	-7	-1.8	-3	-0.5	-0.5
3	O=C(/C=C/c1ccc2ccccc2n1)c1cc(Br)ccc1O	-0.3	0.1	-0.8	2	29	-0.4	-11	.	-2.3
4	Cc1ccc(S(=O)(=O)N2CCN(Cc3cc(=O)n4ccccc4n3)CC2)c(C)c1	0.6	0.2	-1.1	3	13	i	6	-2.2	3.4
5	COc1ccc(-c2cc(NC=O)c3ncc(-c4cccc(OC)c4)n3c2)cc1	0.1	.	-1.6	0	7	-0.5	11	-3.4	.
6	CC(C)(C)c1ccc(C(=O)N2CCC2(C)C(=O)NCc2cccs2)cc1 (configuration not stated)	-0.1	.	-2.1	-2	-6	-4.0	5	-1.7	.
7	O=C1NC(=O)C(CCc2ccncc2)(C2CCCCC2)C(=O)N1	.	-0.8	-0.5	4	-1	i	-7	-2.5	-0.3
8	CCOC(=O)C1=C(O)CSC1=Nc1ccc(C)cc1	0.5	-0.3	-2.1	-1	-6	-0.3	-16	0.1	0.9
9	CCOC(=O)c1cnc2ccc(C(=O)OC)cc2c1NCCCN1CCOCC1	2.0	-0.1	-2.0	19	53*	-0.4	-1	0.1	0.8
10	O=C1NC(=O)C(=Cc2ccc(N3CCN(C(=O)c4ccccc4)CC3)c([N+](=O)[O-])c2)C(=O)N1	0.1	-0.3	-2.4	2	26	-0.2	2	.	-0.6
11	Cn1ccc2c(-c3cccc(C=O)c3)cc3c(c21)C1CCC3C1 (configuration not stated)	2.4	.	-0.6	5	.	.	.	-2.8	.
12	CC1(C)CC(O)(CNCc2ccc3c(c2)OCO3)CCO1 (configuration not stated)	.	-0.2	-0.9	4	-1	i	9	-3.4	4.6
13	CC1CC(C)CN(CCCNS(=O)(=O)c2cc(Br)cc3c2N(C(=O)C2CC2)CC3)C1 (configuration not stated)	-6.5	-2.2	.	-5	4	-0.3	8	-0.1	-0.8
14	COc1ccc(CCn2c(NN)nc3c2c(=O)[nH]c(=O)n3C)cc1	-0.7	1.0	-1.2	3	12	i	-13	0.3	-1.5
15	CN(C(=O)CSc1nccc(=O)[nH]1)C1CCCCC1	0.4	-1.3	-1.2	6	0	i	4	-0.7	2.5
16	Cc1nc(-c2ccc(S(=O)(=O)N3CCN(c4ccccc4)CC3)cc2)co1	0.5	0.3	0.3	0	5	-0.2	8	-1.7	-0.4
17	CC(=O)c1c(C)n(-c2ccc(N(C)C)cc2)c2ccc(OCC(N)=O)cc12	.	-0.2	-1.4	-5	0	i	-2	0.0	-5.1
18	CSCCC(NS(=O)(=O)c1ccc2c(c1)oc(=O)n2C)C(=O)NCc1cccs1 (configuration not stated)	1.1	-0.2	-1.3	1	6	-2.3	6	-1.2	1.6
19	O=C(CCC1CCCCC1)Nc1ccccc1C(=O)N1CCOCC1	0.5	-0.1	-0.7	1	8	i	1	.	-2.0
20	COc1ccc(NC(=O)c2cc3ccccc3[nH]2)cc1	-0.4	-0.8	-0.1	0	11	-0.6	-3	-1.2	-3.1
21	CC(C)CC(=O)NC(=S)Nc1nc(-c2ccc(Cl)cc2)cs1	0.8	0.7	-0.9	2	16	-0.2	-8	.	4.0
22	CCC(Cc1ccccc1)NC(=O)CSc1ccsc1[N+](=O)[O-] (configuration not stated)	.	1.5	-4.1	-11	15	i	-11	.	-3.9
23	Cc1nc2c(C(=O)NCCC(C)C)c[nH]n2c(=O)c1Cc1ccccc1F	.	0.5	4.3	16	10	i	-3	5.3	1.8
24	CC(/C=C/c1ccccc1)=N/NC(=O)c1cccc(Br)c1	0.0	0.6	1.4	0	27	-0.3	-11	.	-5.6
25	Cn1cc(Cc2ccc(C(=O)N3CCN(Cc4ccccc4)CC3)cn2)c2ccccc21	-0.5	.	0.1	2	23	-0.4	33	-5.3	.
26	CC(C)C[C@@H](CSc1ccc(Br)cc1)N1CCN(CCc2ccccc2)CCC1=O	1.7	0.9	-2.8	3	4	i	-2	-1.3	-4.4
27	CC(=O)NC(Cc1ccc(F)cc1)C(=O)NC1CCN(C(=O)Nc2ccccc2C)CC1 (configuration not stated)	0.5	-0.7	.	-2	-3	0.5	-7	-5.5	-0.2
28	O=C(NC1CC1)c1ccc(NS(=O)(=O)c2ccc(F)cc2)cc1	-1.9	0.9	-4.0	-2	13	i	0	.	-1.2
29	COc1ccc(NC(=O)CCN2C(=O)[C@@H]3[C@H](C2=O)[C@H]2C=C[C@@H]3C2)cc1	2.4	2.0	-3.6	-3	-9	-0.4	-10	-3.6	-0.7
30	Cc1ccc(S(=O)(=O)N2CCCC2CNC(=O)C(=O)Nc2ccc(F)cc2)cc1 (configuration not stated)	-2.3	2.7	-0.8	6	8	-0.8	-5	-6.9	-0.9
31	CCOC(=O)/C=C1\SCC(=O)N1Cc1ccc(Br)cc1	.	0.0	-3.3	3	3	-0.4	18	-2.3	-0.2
32	COc1ccc(/C=C/C(=O)NCCSCc2ccco2)cc1	.	0.4	-1.2	4	5	2.2	-1	.	-0.3
33	CCOC(=O)Cc1c(C)nc(N)[nH]c1=O	1.9	12	-1.0	0	1	2.4	10	-0.4	-2.8
34	CC(C)(C)c1ccc(Cn2c(=O)cnc3ccccc32)cc1	-7.6	2.0	-4.2	3	5	-0.2	22	1.4	2.4
35	Cc1c(Cl)cccc1NC(=O)Cc1ccc([N+](=O)[O-])cc1	1.5	-0.6	-1.4	1	1	i	-7	-2.0	4.6
36	N#Cc1cc2ccccc2nc1N	1.0	1.0	-2.0	75*	26	-3.6	3	.	-2.2
37	Cc1ccc(S(=O)(=O)CCC(=O)Nc2cccc([N+](=O)[O-])c2)cc1	1.1	0.4	-1.2	-2	7	-0.6	-7	.	-3.2
38	O=C(O)CC(NC(=O)c1ccncc1)c1ccccc1 (configuration not stated)	0.4	-1.2	-2.8	0	2	0.4	-12	.	-0.2
39	CC(C)CNC(=O)CSc1ccc(Cl)cc1	.	-0.8	-1.8	6	-11	-0.3	12	-0.6	-3.0
40	Cc1ccc(-c2nc(N)n(C(=O)c3cccnc3)n2)cc1	.	-0.4	-1.9	3	-7	0.5	-1	-0.4	0.2
41	O=c1ccc(=O)n2n1CC(O)C2	.	-1.2	-2.1	-2	4	-0.7	4	-1.2	-2.5
42	CSc1ncccc1C(=O)NCc1ccc(C)cc1	.	-0.6	-1.4	3	7	0.7	-3	.	-0.5
43	Cc1nn(C)c(C)c1NC(=O)c1ccc(S(=O)(=O)N(C)C)cc1	.	0.3	1.6	1	-3	-5.0	8	-0.9	-2.0
44	Cc1ccsc1C(=O)NNC(=O)COc1ccccc1Cl	0.2	0.3	-1.7	-2	-3	i	-2	-0.4	4.7
45	COc1ccc(-c2c(C)nn3c(N4CCOCC4)cc(C)nc23)cc1OC	-3.7	0.2	.	1	3	i	-7	-0.7	-1.1

46) CC1Oc2ccccc2N(CC(=O)N2CCCCC2)C1=O (configuration not stated)
47) Clc1ccccc1Cn1nnc2ccccc21
48) COc1ccc(/C=C2\C(=O)NCC(=O)N2C)cc1
49) Cc1ccc(S(=O)(=O)N(C)c2ccc(C)c([N+](=O)[O-])c2)cc1
50) CC1=CC(=O)C(C(C)C)=C/C1=N\OC(=O)c1cccc2nc(C)oc12
51) COc1cccc(/C=C/C(=O)OCC(=O)Nc2ccccc2Sc2ccccc2)c1

compound no. | 46 | 47 | 48 | 49 | 50 | 51
TcdB GH inh | 3.3 | 1.3 | 0.6 | 3.6 | 0.1 | -0.2
PfHsp40 rescue | -1.4 | 0.3 | -0.4 | -0.1 | -1.9 | -0.2
FadD28 FP inh | -0.1 | -0.3 | -2.9 | 0.0 | -3.0 | -1.6
FBA Mtb inh | 7 | -1 | 1 | -1 | 32* | 8
GDH-TPI inh | 8 | 8 | 3 | 2 | 9 | 5
Vc quorum ag | -0.3 | -1.0 | i | i | -0.4 | -0.2
Yp Topo-I inh | -5 | 5 | 0 | -2 | -4 | 21
Mtb BioA inh | -1.1 | -1.6 | -1.0 | . | -2.3 | .
UGM FP inh | -0.1 | 0.3 | 0.3 | 0.5 | -0.6 | -0.1

52) CCOCCCNC(=O)C(c1ccc(Cl)cc1)N1CCN(c2ccccc2)CC1 (configuration not stated)
53) C=CCNc1nc(N2CCCC2)nc2ccccc12
54) COc1ccc(C(NC(=O)CC(C)C)c2c(O)ccc3ccccc23)cc1 (configuration not stated)
55) CC(=O)c1cccc(NC(=O)CCc2nnc3ccc(NCc4ccco4)nn23)c1
56) Cc1cc(C)n2c(SCC(=O)Nc3c(C)n(C)n(-c4ccccc4)c3=O)nnc2n1
57) CC(C)(C)OC(=O)N(CCc1ccccc1)Cc1ccccc1OCc1cccc(NC(=O)C2CC2)c1

compound no. | 52 | 53 | 54 | 55 | 56 | 57
TcdB GH inh | 0.4 | . | 0.6 | -0.1 | . | 1.4
PfHsp40 rescue | -0.6 | 1.1 | 33* | -0.1 | -0.9 | -0.6
FadD28 FP inh | -0.6 | -1.2 | 0.8 | -4.2 | -3.5 | -1.1
FBA Mtb inh | 2 | 17 | 10 | -4 | 10 | 0
GDH-TPI inh | 1 | 1 | -1 | 7 | -12 | 17
Vc quorum ag | -0.2 | -0.2 | -0.3 | -0.9 | -0.5 | -1.0
Yp Topo-I inh | -6 | 0 | -1 | 4 | -11 | -4
Mtb BioA inh | -1.4 | . | 0.1 | 2.6 | . | -1.4
UGM FP inh | -1.3 | -1.2 | 0.9 | -1.4 | 2.5 | .

58) O=C(O)c1[nH]c2ccc(Br)cc2c1CCN1C(=O)c2cccc([N+](=O)[O-])c2C1=O
59) CCN1CCN(C(=O)CNC(=O)c2nn(-c3ccc(OC)cc3)c(=O)c3ccccc23)CC1
60) CCOC(=O)c1sc2nc(C)nc(NCc3ccc(Cl)cc3)c2c1C
61) C=CCNC(=O)c1ccc(C)cc1Cl
62) Cc1cc(S(=O)(=O)N2CCCC2)ccc1OCC(=O)N1CCOCC1
63) O=C(c1cc(-c2ccccc2)nc2ccccc12)N1CCN(c2ccccc2O)CC1

compound no. | 58 | 59 | 60 | 61 | 62 | 63
TcdB GH inh | 1.1 | 2.2 | 1.2 | . | . | -0.1
PfHsp40 rescue | -0.9 | -0.7 | 0.1 | 0.5 | 0.0 | 6.5
FadD28 FP inh | -4.8 | -0.9 | 0.2 | 0.2 | -0.5 | -4.2
FBA Mtb inh | -3 | -1 | 18 | -1 | 0 | 3
GDH-TPI inh | 4 | 0 | 7 | 2 | -5 | 4
Vc quorum ag | i | i | -1.2 | -0.4 | -2.5 | -0.4
Yp Topo-I inh | 2 | 2 | 14 | 3 | 6 | 22
Mtb BioA inh | . | -0.1 | -0.8 | . | -0.4 | 0.4
UGM FP inh | 3.7 | 4.5 | 0.1 | 2.2 | -10 | 2.4

3 structures from above, arranged by formula weight, highest first.
59) CCN1CCN(C(=O)CNC(=O)c2nn(-c3ccc(OC)cc3)c(=O)c3ccccc23)CC1
63) O=C(c1cc(-c2ccccc2)nc2ccccc12)N1CCN(c2ccccc2O)CC1
61) C=CCNC(=O)c1ccc(C)cc1Cl

compound no. | 59 | 63 | 61
TcdB GH inh | 2.2 | -0.1 | .
PfHsp40 rescue | -0.7 | 6.5 | 0.5
FadD28 FP inh | -0.9 | -4.2 | 0.2
FBA Mtb inh | -1 | 3 | -1
GDH-TPI inh | 0 | 4 | 2
Vc quorum ag | i | -0.4 | -0.4
Yp Topo-I inh | 2 | 22 | 3
Mtb BioA inh | -0.1 | 0.4 | .
UGM FP inh | 4.5 | 2.4 | 2.2

The list goes on:
64) CNC(=O)C1C(=S)NC(N)=C(C#N)C1c1ccccc1 (configuration not stated)
65) O=C(COc1ccc(Cl)cc1)NCc1nnc(SCC(=O)NCc2ccc3c(c2)OCO3)o1
66) CCOC(=O)c1nnn(-c2nonc2N)c1-c1ccc(C)cc1
67) O=C(CCCN=C1NS(=O)(=O)c2ccccc21)OCC(=O)c1ccc(F)c(F)c1

compound no. | 64 | 65 | 66 | 67
TcdB GH inh | . | . | . | 2.4
PfHsp40 rescue | 0.1 | 2.9 | -2.1 | -0.4
FadD28 FP inh | 0.1 | -6.8 | -0.5 | -1.8
FBA Mtb inh | 1 | -1 | 1 | 6
GDH-TPI inh | 18 | -3 | -2 | 7
Vc quorum ag | -0.3 | 0.7 | -0.3 | i
Yp Topo-I inh | 9 | 28 | -5 | 1
Mtb BioA inh | . | 0.4 | -1.6 | 1.6
UGM FP inh | 0.0 | -1.8 | -0.2 | 0.3

High-throughput results: PubChem, several laboratories
